Compound activity deposited in PubChem BioAssay by Broad Institute.
E-sel inducer: induces E-selectin expression in human endothelial cells; activation, % at 7.58 µM; HUVEC E-selectin immunofluorescence imaging; normalized: neutral wells 0, TNF-alpha wells 100; 260,000 tested, 0.37% active;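 active means mean E-selectin-positive cell signal at least 10% of the positive control, reached in at least 60% of replicates, without over 20% cell loss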;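 further: in these data hits start at about 27%; measured in HUVEC primary endothelial cells; signal is the percent of cells scored E-selectin positive by PE staining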
Target sequence (P16581 whole entry, looked up): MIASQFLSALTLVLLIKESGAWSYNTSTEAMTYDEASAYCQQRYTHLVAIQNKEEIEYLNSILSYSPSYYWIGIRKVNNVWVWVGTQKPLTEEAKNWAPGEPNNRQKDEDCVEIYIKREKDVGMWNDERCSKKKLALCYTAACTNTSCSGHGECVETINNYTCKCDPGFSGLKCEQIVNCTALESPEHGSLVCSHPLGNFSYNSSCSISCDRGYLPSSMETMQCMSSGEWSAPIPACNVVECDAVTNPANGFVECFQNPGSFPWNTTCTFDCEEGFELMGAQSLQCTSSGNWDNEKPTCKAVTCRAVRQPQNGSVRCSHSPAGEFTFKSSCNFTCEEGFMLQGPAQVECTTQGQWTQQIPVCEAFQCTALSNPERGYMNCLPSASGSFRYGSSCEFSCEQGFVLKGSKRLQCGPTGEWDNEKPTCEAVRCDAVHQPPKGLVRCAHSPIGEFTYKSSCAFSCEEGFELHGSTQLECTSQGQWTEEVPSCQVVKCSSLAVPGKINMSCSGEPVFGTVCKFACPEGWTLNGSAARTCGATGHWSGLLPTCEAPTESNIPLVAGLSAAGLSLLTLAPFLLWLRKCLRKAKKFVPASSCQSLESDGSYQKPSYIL
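System: HUVEC / Compound: single concentration / Signal: immunofluorescence imaging / Read-out: percent E-selectin-positive cells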
PglD inh: blocks C. jejuni PglD acetyltransferase activity | inhibition, % at 12.5 µM | AID 602405 | 360,000 tested, 0.098% active | purified PglD enzyme, DTNB colorimetric CoA detection; in the data active means inhibition above about 16%, passing the limit was not always enough; further: strong numbers were not always called active
PGC1a acetyl inh: modulators of PGC1a acetylation. U2OS PGC1a acetylation, AlphaScreen anti-acetyl-lysine; with virally co-expressed GCN5 acetyltransferase. inhibition, % at 15.6 µM. 350,000 tested, 0.17% active;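 active means every replicate shows inhibition of at least 40%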;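 further: 0% = neutral control wells and 100% = positive control wells; some results beyond the cut were filed as inactive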
RAD54 inh: RAD54 (human) branch migration inhibition. Q92698. RAD54 Holliday junction branch migration, FAM/BHQ fluorescence. inhibition, % at 10.4 µM. 360,000 tested, 0.14% active. AID 602329;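 active means mean normalized replicate activity at least 40 and at least half of replicates scoring 40 or more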;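 further: 0% = median of neutral control wells and 100% = median of positive control wells; inhibitors cause a drop in the FAM fluorescence signal; in these data hits start at about 50%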
RAD52 anneal inh: inhibitors of human RAD52 DNA annealing | recombinant RAD52 DNA annealing, FRET fluorescence | inhibition, % at 18.7 µM | AID 651710 | 360,000 tested, 0.46% active;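 active means every replicate showing at least 50% inhibition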
Target sequence (P43351 whole entry, looked up): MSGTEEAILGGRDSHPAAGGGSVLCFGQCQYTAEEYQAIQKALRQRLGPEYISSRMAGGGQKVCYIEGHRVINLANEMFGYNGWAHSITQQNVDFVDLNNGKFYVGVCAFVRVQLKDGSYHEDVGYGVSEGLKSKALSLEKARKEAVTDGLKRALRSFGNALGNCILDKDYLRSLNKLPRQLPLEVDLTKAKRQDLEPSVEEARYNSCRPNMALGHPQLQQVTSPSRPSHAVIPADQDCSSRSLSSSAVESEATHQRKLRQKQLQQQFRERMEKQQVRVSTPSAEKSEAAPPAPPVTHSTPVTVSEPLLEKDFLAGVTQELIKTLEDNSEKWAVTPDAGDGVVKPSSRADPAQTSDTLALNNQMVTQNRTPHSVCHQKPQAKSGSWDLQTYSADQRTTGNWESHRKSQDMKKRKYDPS
Cneo AK release: causes C. neoformans cell lysis; adenylate kinase release luminescence, 4 h; normalised: neutral wells 0, clomiphene wells 100; lysis activity, % at 15 µM; 360,000 tested, 0.2% active;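 active means mean lysis activity across replicates of at least 80%, whatever share of replicates individually reach that level; inactive means mean lysis activity below 80%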
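Test system: log-phase Cryptococcus neoformans yeast cells. Input: 5 × 10^6 yeast cells/mL. Medium: fresh YPD growth medium. Doses: single dose. Incubation: static 4 h at 37 °C with compound, 1 h detection. Measured by: luminescent adenylate kinase detection reagent. Read-out: signal increase indicating cell lysis. Benchmarks: Clomiphene.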
miR-122 sensor: miR-122 inhibition in Huh7 cells | Huh7 miR-122 Renilla luciferase sensor, 48 h; neutral wells = 0, positive control = 100 | activation (reporter increase), % at 12.5 µM | 340,000 tested, 0.3% active | AID 602342;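 active means mean replicate activation score at least 90 and every replicate individually at or above 90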;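 further: higher luciferase means less miR-122 activity so hits act as miR-122 inhibitors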
ERAP1 inh: blocks human ERAP1 aminopeptidase activity | Q9NZ08 | inhibition, % at 10.7 µM | recombinant ERAP1, Leu-AMC fluorescence, 60 min | 340,000 tested, 0.15% active;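 active means mean replicate inhibition of at least 30%, or all replicates individually reaching that 30% level; inactive means mean below 30% and not every replicate reaching it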;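 further: 0% = neutral control wells and 100% = L-leucinethiol positive control wells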
Starred values were filed as active, the others as inactive; i = inactive; . = no result given; & = joins results of further samples; [ ] = dose if it differs, or a comment.

SMILES	E-sel inducer	PglD inh	PGC1a acetyl inh	RAD54 inh	RAD52 anneal inh	Cneo AK release	miR-122 sensor	ERAP1 inh
CC(C)NC(=O)Nc1cccc2c1O[C@H](CN(C)C(=O)Nc1ccc(C(F)(F)F)cc1)[C@@H](C)CN([C@H](C)CO)C2=O	-0.2&-7.7	3&-3	0&-1	1&12	15&-6	-10&-2	8[16.7 µM]	-9
CN(C)c1cccc(CNC(=O)c2ccc3nc([C@@H]4O[C@H](CO)[C@H](O)[C@H](O)[C@H]4O)[nH]c3c2)c1	0.8	-3	.	0	-8	5	-11	16
Cc1ccccc1-c1nnc(SCC#N)o1	2.8	.	25	.	-11	.	1	0
O=C(Nc1ccccc1)N(CCCN1CCOCC1)Cc1cccs1	0.3	5	1	-12	12	-1	-5	-3
COc1cc2[nH]c(=O)n(Cc3ccc(C(=O)NCC4CCCO4)cc3)c(=O)c2cc1OC (configuration not stated)	.	-3	-3	5	.	0	0	.
Cc1ccccc1NC(=S)NCc1ccco1	.	1	-5	2	.	0	-3	.
C=CCn1c(Cc2csc(N)n2)nnc1SCC(=O)Nc1ccccc1C(F)(F)F	.	5	9	-5	.	-1	1	.
CCOC(=O)C1(C)CCN1C(=O)c1ccc(OC)c(C(F)(F)F)c1 (configuration not stated)	1.9	6	5	4	1	0	14	-10
OCCC1CN(Cc2cnc(-c3cccc4ccccc34)nc2)CCN1C1CCCCC1 (configuration not stated)	2.0	.	-4	.	-1	.	3	0
Cc1ccccc1-n1nnnc1SCc1ncc(-c2ccccc2)o1	.	-2	5	-21	.	-3	5	.
Cc1nc(NC(=O)CN2CCCCC2)sc1C(=O)N(C)C	.	-3	-1	-13	-5	1	8	-1
C[C@@H]1CN([C@@H](C)CO)C(=O)Cc2cc(NS(=O)(=O)c3ccccc3)ccc2O[C@H]1CN(C)Cc1ccc(C(=O)Nc2ccccc2N)cc1	2.6	-1	12	8	20	-1	31[16.7 µM]	-1
COc1ccc(CCNC(=O)CSCC(=O)Nc2ccccc2)cc1OC	0.4	0	-8	-2	8	4	-6	0
CN(C)c1ccc2c(c1)[C@@H]1C[C@H](CC(=O)NCc3ccc(Oc4ccccc4)cc3)O[C@H](CO)[C@@H]1O2	-0.5	-1	-7	8	23	-3	-2[16.7 µM]	0
CCCOc1ccc(Cn2c(=O)oc3ccc(C)cc32)cc1OC	.	-5	-6	-2	.	6	-5	.
COc1ccc(C)cc1S(=O)(=O)N(CC(N)=O)Cc1ccccc1	.	3	2	-6	.	1	2	.
Cc1cc(NC(=O)CCC(=O)NNC(=O)c2ccc(C(C)(C)C)cc2)no1	4.4	1	.	5	-2	-7	0	10
COc1cccc(CN2CCNC(=O)C2CC(=O)N(C)CC2CCOCC2)c1OC (configuration not stated)	-0.6	-3	2	-4	-21	7	-2	-4
CCN(CC)C(=O)C1=C(C)N(Cc2ccc(C(C)(C)C)cc2)C(=O)C(CC(=O)NC2CC2)C1 (configuration not stated)	.	-4	-15	2	-12	-1	0	-6
CCOC(=O)N1CCN(C(=O)Cn2nc(C)n3nc(-c4ccccc4)cc3c2=O)CC1	.	2	-13	3	-15	2	-2	2
COc1ccccc1/C=C/C=N/NC(=O)CCn1nnc2ccccc21	.	1	-2	1	-9	0	29	-2
Cc1cc(C)c(S(=O)(=O)N2CCN(C(=O)c3cccs3)CC2)c(C)c1	-0.3	1	.	5	2	3	-7	-2
CCC(=O)Oc1ccc2c(C)cc(=O)oc2c1C(=O)c1ccccc1	.	3	14	0	-3	-6	-7	-1
CSc1nnc(CNC(=O)c2ccccc2)n1-c1cccc(C)c1	0.2	-1	3	-1	42	-1	-6	2
CCCNC(=O)N(C)C[C@@H]1Oc2cc(C#Cc3cccc(F)c3)ccc2S(=O)(=O)N([C@H](C)CO)C[C@H]1C	0.1	4	6	0	2	-1	5[16.7 µM]	3
CCCNC(=O)N(C)C[C@H]1Oc2ncc(-c3ccc(OC)cc3)cc2C(=O)N([C@H](C)CO)C[C@@H]1C	0.1	0	10	5	3	-1	7[16.7 µM]	0
Cc1ccc(-n2ncc3c(NNC(=O)c4ccco4)ncnc32)cc1C	-0.1	1	.	-7	-9	-14	.	-3
Cc1ccc(C(=O)N(CN2CCCC2=O)c2ccc(F)cc2)cc1	.	1	.	0	.	1	-8	.
COc1ccc(OC)c(NC(=O)C2CCN(c3cc(-c4ccccc4)nc4ncnn34)CC2)c1	.	-6	-6	3	.	3	1	.
Cc1ccccc1-c1ccc([C@H]2[C@H](CO)N3CCCCN(S(=O)(=O)c4ccc(F)cc4)C[C@@H]23)cc1	-0.5	4	-12	2	32	33	1[16.7 µM]	.

Whole records, looked up by structure:
CCC(=O)Oc1ccc2c(C)cc(=O)oc2c1C(=O)c1ccccc1 across the screens: E-sel inducer = .; PglD inh = 3; PGC1a acetyl inh = 14; RAD54 inh = 0; RAD52 anneal inh = -3; Cneo AK release = -6; miR-122 sensor = -7; ERAP1 inh = -1
COc1ccc(OC)c(NC(=O)C2CCN(c3cc(-c4ccccc4)nc4ncnn34)CC2)c1 across the screens: E-sel inducer = .; PglD inh = -6; PGC1a acetyl inh = -6; RAD54 inh = 3; RAD52 anneal inh = .; Cneo AK release = 3; miR-122 sensor = 1; ERAP1 inh = .

Following part
SMILES	E-sel inducer	PglD inh	PGC1a acetyl inh	RAD54 inh	RAD52 anneal inh	Cneo AK release	miR-122 sensor	ERAP1 inh
O=C(Nc1ccc(F)cc1)N1CC(=O)N2[C@H](CO)[C@@H](c3ccc(C4=CCCC4)cc3)[C@H]2C1	0.3	.	-10	.	-10	.	.	3
Cc1ccc(S(=O)(=O)N(C)C[C@H]2Oc3ccc(NC(=O)Nc4cccc5ccccc45)cc3CC(=O)N([C@@H](C)CO)C[C@H]2C)cc1	0.6	3	14	1	21	0	4[16.7 µM]	1
O=C(CC1CC1)Nc1ccc2c(c1)[C@H]1C[C@H](CC(=O)NC3CCCC3)O[C@H](CO)[C@H]1O2	-0.2	-2	-3	6	-11	2	-3[16.7 µM]	1
COc1ccc(CC(=O)Nc2ccc(S(=O)(=O)Nc3cc(C)nc(C)n3)cc2)cc1OC	0.1	4	9	11	-1	0	2	6
CN1c2ccc(-c3ccccc3F)cc2[C@@H]2[C@@H](CCN2C(=O)CN2CCOCC2)[C@@H]1CO	-0.2	-2	1	-4	-4	4	0[16.7 µM]	-4
CN(C)/C=C/C(=O)c1cnc(-c2ccccc2Cl)s1	0.1	.	0	.	-435	.	.	-1
CC(Oc1cccc(Cl)c1)C(=O)Nc1nc(-c2ccccn2)cs1 (configuration not stated)	1.4	4	-3	0	-20	0	.	-1
Cc1ccc(S(=O)(=O)N2CCC(C)CC2)cc1C(=O)NCc1ccccn1	0.1	3	2	1	-7	0	-3	-2
C[C@H](CO)N1C[C@H](C)[C@@H](CN(C)Cc2ccccc2)Oc2ccc(NC(=O)Nc3ccc(F)cc3)cc2C1=O	-0.2	3	0	-2	14	9	6[16.7 µM]	-5
CC1CN(S(=O)(=O)c2ccc(C(=O)O)cc2)CC(C)O1 (configuration not stated)	-0.1	.	3	.	-7	.	0	.
C=CCOc1ccccc1/C=N/O	.	-1	.	-3	.	5	-23	.
Nn1c(SCC(=O)N2CCOCC2)nnc1C1CC1	7.0	0	.	-2	0	2	-1	-1
CC(=O)Oc1ccc2ccccc2c1C(NC(=O)Cc1ccccc1)c1ccccc1 (configuration not stated)	.	-7	-19	1	.	0	7	.
COc1ccc(NC(=O)NS(=O)(=O)c2ccc(C)cc2)cn1	.	.	.	i	i	2	.	1
CC1=C(C(=O)N(C)C)CC(CC(=O)NC2CCCC2)C(=O)N1CCC1=CCCCC1 (configuration not stated)	.	9	-3	4	7	1	-3	-2
C[C@H](NC(=O)C[C@@H]1C=C[C@H](NC(=O)C2CC2)[C@H](CO)O1)c1ccccc1	0.7	2	3	4	-8	-4	.	-1
Cc1ccc(-n2ncc3c(NCc4ccccn4)ncnc32)c(C)c1	.	-1	4	5	.	-1	-12	.
COc1ccc(C(=O)COC(=O)c2sc(C)nc2C)cc1F	0.2	9	0	7	-26	0	-3	-3
CN1C(=O)C(C)(C)c2cc(S(=O)(=O)NCCc3ccc(Cl)cc3)ccc21	0.1	3	-9	3	-2	4	62	.
COc1ccccc1/C=C/C=N/NC(=O)c1ccc(=O)n(C)c1	.	-23	7	5	.	-1	-4	.
CCOc1cc2nc(-c3ccc(OC)c(OC)c3)nc(NCCCN3CCOCC3)c2cc1OC	.	-11	-4	85*	.	4	-3	.
N#CCC(=O)Nc1ccc(C(=O)OCC(=O)NC(=O)Cc2ccccc2)cc1	0.2	-3	5	-2	-35	-7	-6	-6
CCCCNC(=O)CN1CCN(Cc2ccc3cc(OC)ccc3c2)CC1	.	-4	-1	23	-4	1	-20	-5
CN1C(=O)c2cc(NC(=O)c3ccc(F)cc3)ccc2OC[C@H]2O[C@@H](CC(=O)O)CC[C@H]21	-0.5	2	-3	-1	.	-10	-2[16.7 µM]	1
O=C(Nc1ccccc1)/C(=C/c1ccc(O)cc1)NC(=O)c1ccco1	.	-6	.	4	-12	-3	.	-1
COc1ccccc1C#Cc1ccc([C@@H]2[C@H]3CN(C(=O)C4CCC4)CCCCN3[C@H]2CO)cc1	-0.3	1	-15	-3	28	1	-3[16.7 µM]	1
O=C(NCCCNC(=O)c1ccco1)c1ccc(Cl)cc1	1.3	-3	.	24	-1	-5	-1	3
Cc1ccccc1NC(=S)NC(C)CCc1ccccc1 (configuration not stated)	.	0	.	6	.	-3	38	.
Cc1cnccc1CN(C)C(=O)C1CCC(=O)N(Cc2ccccc2F)C1 (configuration not stated)	.	-8	2	6	-13	-1	0	4
CCN(CC)S(=O)(=O)c1ccc(-c2nnc(SCC(=O)N3CCc4ccccc43)o2)cc1	.	4	3	5	.	-1	0	.
Cc1ccsc1C(=O)N1CCC1(C)C(=O)NS(=O)(=O)c1ccc(C#N)cc1 (configuration not stated)	-1.0	-3	10	-4	-11	-1	3	-5
CN(C)CC(=O)N[C@H]1CC[C@@H](CCNC(=O)C2CCCC2)O[C@H]1CO	0.1	1	2	-14	5	-1	-6[16.7 µM]	-2
Cc1c(CC(=O)O)c(=O)oc2cc(OCc3ccc(F)cc3F)ccc12	1.4	-1	5	-3	-7	0	3	-2
COC(=O)c1ccc(CNC(=O)CSc2nnc(COc3ccccc3)n2C)o1	.	4	-3	6	.	-2	-5	.
C[C@@H](O)C#Cc1ccc([C@@H]2[C@@H](CO)N3CCCCN(C(=O)c4ccc(F)cc4)C[C@@H]23)cc1	-0.3	-2	-19	0	-9	-2	-12[16.7 µM]	3
Cc1ccc(S(=O)(=O)N2CC[C@@H]3[C@@H](CO)Nc4ccc(-c5ccc(C#N)cc5)cc4[C@@H]32)cc1	-0.3	3	6	7	.	44	17[16.7 µM]	.
COCC(=O)N(C)C[C@@H]1Oc2cc(C#C[C@@H](C)O)ccc2S(=O)(=O)N([C@H](C)CO)C[C@H]1C	0.9	3	11	1	9	-25	-1[16.7 µM]	-4
Cc1cc2c(c(C)c1CCO[C@@H]1O[C@H](CO)[C@@H](O)[C@H](O)[C@H]1O)C(=O)[C@@H](C)[C@@H]2O	0.0	3	4	-8	-3	-1	-3	3
O=C(CC(F)(F)F)N1C[C@H]2[C@@H](c3ccccc31)[C@H](CO)N2CC1CCOCC1	-0.1	10	-2	-11	5	59	0[16.7 µM]	3
O=C(NC(=S)NCc1cccnc1)c1ccccc1[N+](=O)[O-]	.	5	-4	-16	-14	1	-3	-2
CCN1[C@@H]2Cn3c(ccc(C4=CCCC4)c3=O)[C@H]1[C@@H](C(=O)NCc1ccccn1)[C@@H]2CO	0.7	1	.	5	-48	17	-3[16.7 µM]	4
CCN1C(=O)[C@H]2[C@H]3CN=C(SCc4ccc(Cl)cc4)N3[C@@](C)(C(=O)OC)[C@H]2C1=O	.	12	4	-22	-13	0	-8	-2
